Rtt109 HAT inh: inhibitors of Candida albicans Rtt109/Vps75 histone acetyltransferase. Q5AAJ8. purified Rtt109/Vps75, ThioGlo CoA-SH fluorescence, 4 h. inhibition, % at 34.9 µM. 330,000 compounds, 0.16% hits. AID 540336;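 active = inhibition of at least 50% in every replicate; inconclusive = best replicate reaches 50% inhibition but some replicates fall short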
Target sequence (Q5AAJ8 whole entry, looked up): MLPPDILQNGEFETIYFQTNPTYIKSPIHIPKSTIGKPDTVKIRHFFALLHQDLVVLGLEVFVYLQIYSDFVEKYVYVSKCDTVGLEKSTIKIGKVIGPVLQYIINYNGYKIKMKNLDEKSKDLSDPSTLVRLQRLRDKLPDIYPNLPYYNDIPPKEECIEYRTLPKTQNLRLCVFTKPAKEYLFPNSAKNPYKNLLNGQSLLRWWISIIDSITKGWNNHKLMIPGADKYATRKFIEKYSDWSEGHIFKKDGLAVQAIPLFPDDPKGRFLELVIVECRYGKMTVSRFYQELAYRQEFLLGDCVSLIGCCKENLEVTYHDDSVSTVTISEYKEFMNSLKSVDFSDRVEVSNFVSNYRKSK
RTF Ca sens act: cardiac RTF calcium sensitization | IANBD-labeled TnC RTF fluorescence at EC20 calcium; 0% EC20 calcium, 100% full calcium | P19429+P45379 | activation, % at 7.2 µM | 340,000 compounds, 0.24% hits;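 active = activation above the mean over all tested compounds plus 3 SD, cut at about 30% in these data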;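 note: rise in fluorescence read as greater calcium sensitivity of cardiac thin filaments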
LANA DNA inh: KSHV C-LANA DNA binding inhibition; MBP-C-LANA/FAM-LBS DNA binding, fluorescence polarization; inhibition, % at 9 µM; 340,000 compounds, 0.078% hits; AID 504423;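 active = highest replicate inhibition at or above 60% at 9 µM, even if other replicates fall short; inactive = all replicates below 60% inhibition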;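 note: 0% = neutral control wells and 100% = 4 µM acridine orange control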
CAL PDZ FP-1: blocks peptide binding to the human CAL PDZ domain; inhibition, % at 24.9 µM; AID 602252; Q9HD26; 300,000 compounds, 0.92% hits; purified CAL PDZ, TMR-peptide fluorescence polarization, 1 h;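 active = mean inhibition of at least 30% with at least half of replicates also reaching 30%; inconclusive = no clear call, values can overlap the other calls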;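 note: 0% = DMSO neutral control and 100% = excess unlabeled competitor peptide PRC23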
PKA-R2B activ: activates the human PKA-R2B holoenzyme complex | activation, % at 11.4 µM | P22694+P31323 | AID 504700 | 340,000 compounds, 0.079% hits | PKA-R2B holoenzyme dissociation, Cy5-IP20 fluorescence polarization; R2B truncated from residue 108, S112A mutant; 0% DMSO only, 100% 113 µM cGMP;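 active = activation above a cutoff set at the mean over all compounds plus 3 SD, cut at about 18% in these data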;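 note: higher means more holoenzyme dissociation and a rise in polarization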
RTF Ca sens inh: cardiac RTF calcium desensitization. IANBD-labeled cardiac RTF, Ca2+ fluorescence. inhibition, % at 7.15 µM. 340,000 compounds, 0.12% hits;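 active = inhibition above the mean inhibition of all tested compounds plus 3 SD, cut at about 17% in these data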;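 note: assay run at fixed EC70 calcium of 1.6 mM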
DAGLB inhibitor: diacylglycerol lipase beta (human) inhibition; inhibition, % at 5.17 µM; Q8NCG7; 340,000 compounds, 0.059% hits; AID 504411; HEK293T DAGLB membrane lysate, EnzChek fluorogenic substrate; in the data active = inhibition above about 34%;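 note: 0% = enzyme with vehicle and 100% = wells lacking enzyme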
SR-BI DiI-HDL act: SR-BI HDL lipid transfer activation; activation, % at 12.5 µM; CHO ldlA[mSR-BI] cells, DiI-HDL uptake fluorescence, 3 h; 100 = double the neutral-control signal; AID 504775; 320,000 compounds, 0.096% hits;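 active = mean replicate activation of at least 60% and every replicate at or above 60%; inconclusive = mean or all-replicate condition met, but not both; inactive = mean below 60% and not all replicates reaching 60%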;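 note: 0% = median plate neutral-control signal and 100% = twice that signal; values of inactives mirror those of a sister screen read the other way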
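Test system: SR-BI-overexpressing, LDLR-lacking CHO cells; Also added: labelled HDL, 10 µg/mL; Measured by: bottom-read cell fluorescence after medium removal, ex 550/em 595 nm; Timing: 3 h uptake period with compound, 37 °C; Buffer or medium: F12, 0.5% BSA, 25 mM HEPES; Doses: single compound concentration, delivered by pin transfer.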
CAL PDZ FP-2: human CAL PDZ-peptide interaction inhibition. Q9HD26. purified CAL PDZ, TMR-peptide fluorescence polarization, 1 h. inhibition, % at 20 µM. 330,000 compounds, 0.02% hits. AID 504414;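 active = highest replicate inhibition of at least 40%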;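 note: plate controls were DMSO neutral control wells for no effect and unlabeled competitor peptide control wells for full effect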
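Test system: purified CerCALP PDZ construct; Compound dosing: one concentration, 20 µM compound; Also added: TMR-labelled reporter peptide T*-PRC34 bound in PDZ groove; Read-out: inhibition from polarization loss; Controls: unlabelled peptide and DMSO controls; Signal: FP readout, S and P plane fluorescence; Incubation: 1 h at RT.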
Keap1 Nrf2 FP: Keap1-Nrf2 (human) interaction inhibition | Q14145 | AID 504523 | 340,000 compounds, 0.15% hits | inhibition, % at 9.4 µM | Keap1 Kelch-Nrf2 peptide fluorescence polarization, 1536-well; in the data active = inhibition above about 12%; inconclusive = no clear call, values can overlap the other calls; inactive = below about 7.3%;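 note: human Keap1 Kelch domain with fluorescein labeled Nrf2 9mer peptide probe; 0% = neutral control wells and 100% = peptide positive control; higher means more block of Keap1 binding to Nrf2 peptide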
Target sequence (Q14145 whole entry, looked up, the tested form may be a part): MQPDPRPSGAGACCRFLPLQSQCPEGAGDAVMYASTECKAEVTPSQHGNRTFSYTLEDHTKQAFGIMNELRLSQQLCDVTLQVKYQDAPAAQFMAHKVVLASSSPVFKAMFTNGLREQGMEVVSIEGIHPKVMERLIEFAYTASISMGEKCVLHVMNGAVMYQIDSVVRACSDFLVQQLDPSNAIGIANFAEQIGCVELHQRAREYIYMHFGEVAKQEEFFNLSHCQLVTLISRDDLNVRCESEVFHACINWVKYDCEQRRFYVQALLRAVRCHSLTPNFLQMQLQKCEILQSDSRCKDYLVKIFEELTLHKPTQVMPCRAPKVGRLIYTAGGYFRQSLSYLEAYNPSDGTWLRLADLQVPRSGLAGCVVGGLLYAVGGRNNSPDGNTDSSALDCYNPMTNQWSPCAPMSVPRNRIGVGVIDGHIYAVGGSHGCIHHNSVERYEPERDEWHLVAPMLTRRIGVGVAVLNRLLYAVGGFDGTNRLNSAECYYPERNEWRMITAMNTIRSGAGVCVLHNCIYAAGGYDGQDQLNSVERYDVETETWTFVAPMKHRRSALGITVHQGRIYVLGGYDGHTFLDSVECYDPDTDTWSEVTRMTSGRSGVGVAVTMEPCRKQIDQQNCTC
Starred values were filed as active, the others as inactive; u = inconclusive; x = no result given.

SMILES | Rtt109 HAT inh | RTF Ca sens act | LANA DNA inh | CAL PDZ FP-1 | PKA-R2B activ | RTF Ca sens inh | DAGLB inhibitor | SR-BI DiI-HDL act | CAL PDZ FP-2 | Keap1 Nrf2 FP
O=C(OCc1cc(=O)n2c(n1)sc1ccccc12)c1ccc(O)cc1O | 32 | 4 | 0.0 | -6 | -1 | -9 | -3 | x | -1.5 | -5
Cc1cccc(/C=N/Nc2cc(N3CCOCC3)nc(N3CCOCC3)n2)c1 | 12 | -4 | 0.0 | -3 | -9 | 11 | 0 | -56 | -1.3 | -3
Cc1ccc(S(=O)(=O)N(CC(=O)Nc2cccnc2)c2cccc([N+](=O)[O-])c2)cc1 | 19 | -8 | 1.8 | -1 | -14 | -8 | -1 | -2 | -2.0 | 2
COc1cc(N=c2ssnc2Cl)cc(OC)c1OC | 12 | -7 | 0.7 | 1 | -14 | 2 | -2 | 20 | -0.6 | -1
CCOc1ccc(OCCOc2ncnc3ccccc23)cc1 | -10 | 0 | 0.7 | -38 | 0 | -6 | 0 | -6 | 0.2 | -4
O=C(CN1CCN(Cc2ccccc2)CC1)N1CCN(c2ccccc2)CC1 | 2 | 1 | -1.2 | 1 | -3 | -4 | 1 | 1 | -0.8 | -1
COc1cccc(/C=N/NC(=O)CNC(=O)c2ccco2)c1O | 8 | -4 | -1.5 | -4 | -8 | -9 | 0 | x | 3.5 | -2
CCNc1nc(NC(C)C)nc(Oc2ccc(/C=N/O)cc2)n1 | -14 | 1 | 0.1 | -6 | -2 | -2 | -1 | -16 | x | 4
Clc1ccc(C2CC(c3ccccc3)Nc3ncnn32)cc1 (stereo unspecified) | -13 | -1 | 3.1 | -4 | -2 | -3 | 1 | -3 | -0.2 | -1
COc1cc(O)c(C(C)=O)c(OC)c1 | -3 | 3 | -6.3 | -4 | 5 | -4 | -2 | -2 | -0.3 | -2
Cc1onc(-c2c(F)cccc2Cl)c1C(=O)Nc1ccc(S(=O)(=O)Nc2ncccn2)cc1 | -8 | 0 | 3.6 | -1 | 1 | -1 | 1 | 18 | -1.1 | 3
O=C(NCC1COc2ccccc2O1)C1(c2ccccc2)CCCC1 (stereo unspecified) | -4 | 4 | 0.3 | 0 | 2 | -12 | -6 | -4 | -0.4 | -1
COc1ccc(S(=O)(=O)N2CCN(CC(O)COc3ccc(C#N)cc3)CC2)cc1OC (stereo unspecified) | -4 | 3 | 0.6 | -1 | -8 | -10 | 1 | x | -2.5 | -3
C=CCC(C(=O)OC)(C(=O)OC)c1ccc([N+](=O)[O-])cc1[N+](=O)[O-] | -3 | 4 | 0.5 | 3 | 11 | -12 | 0 | 0 | 0.2 | -1
CCOC(=O)C1=C(CSc2nc3c(cc2C#N)CN(C)CC3)OC(N)=C(C#N)C1c1ccncc1 (stereo unspecified) | -21 | 11 | 35 | -6 | -10 | -38 | -3 | 15 | -0.9 | 17*
CC(=O)c1ccc(N2CCN(C(=O)c3ccc(S(=O)(=O)NCc4ccco4)cc3)CC2)cc1 | 4 | -8 | -0.6 | x | 2 | 9 | 1 | -48 | -2.2 | -1
CCn1cc(C(=O)NCCCN2CCC(C)CC2)c2cc(OC)c(OC)cc2c1=O | 4 | -4 | -0.7 | x | 3 | -1 | -1 | 16 | -0.1 | 2
COc1ccc(CNc2nc(-c3cccnc3)nn2C(=O)C(C)C)cc1 | 30 | 3 | -2.5 | -6 | -12 | 5 | -2 | 4 | -0.7 | 4
COc1ccc(CC(=O)Nc2nnc(CC(C)C)s2)cc1S(=O)(=O)N1CCOCC1 | 4 | -4 | -0.6 | -6 | 5 | -8 | 1 | 15 | -0.5 | -2
Cc1cccnc1NC(=S)Nc1ccc(Br)cc1Cl | x | -3 | -1.0 | -5 | 4 | -6 | -4 | 8 | -1.0 | 1
CC(Oc1ccc2ccccc2c1)C(=O)NNC(=S)NC(=O)c1ccco1 (stereo unspecified) | 4 | 1 | 2.0 | 0 | 11 | -6 | 3 | -22 | -0.7 | -2
COc1cc(C(=O)N/N=C(\C)c2ccccn2)cc(OC)c1OC | -3 | 4 | 0.5 | -3 | -13 | -7 | -4 | 26 | -1.5 | 0
O=C(NNC(=O)c1ccc2ccccc2c1)c1ccc(Cl)c(Cl)c1 | -2 | -1 | -0.3 | -2 | -3 | -1 | 4 | -10 | -0.9 | -6
CC(C)=CC(=O)N1CCC(N2CCC(C(=O)NCC3CCCO3)CC2)CC1 (stereo unspecified) | -1 | -1 | 0.9 | -4 | 5 | -3 | 0 | 19 | -0.9 | -7
CCc1cc(C(=O)c2ccc(OC)cc2)c(NC(=O)COCC(=O)O)s1 | -10 | 7 | -0.3 | -5 | 9 | 1 | 1 | 3 | x | 1
SMILES | Rtt109 HAT inh | RTF Ca sens act | LANA DNA inh | CAL PDZ FP-1 | PKA-R2B activ | RTF Ca sens inh | DAGLB inhibitor | SR-BI DiI-HDL act | CAL PDZ FP-2 | Keap1 Nrf2 FP
Cc1ccccc1N1CCN(C(=O)c2cccnc2)CC1 | -8 | 0 | 3.3 | 3 | -1 | -4 | 1 | 2 | -2.5 | -5
O=C(CSc1ccc2c(c1)OCCO2)NC(=O)Cc1ccccc1 | 6 | 4 | 3.3 | 24 | 4 | 3 | -2 | 12 | -1.0 | -2
CCOC(=O)NC1(C(F)(F)F)NC(=O)N(c2ccc(F)cc2)C1=O (stereo unspecified) | 2 | 7 | -1.6 | -4 | -1 | 1 | -1 | 32 | -0.8 | 2
C=CCNC(=O)C(C)N1c2cccc3cccc(c23)S1(=O)=O (stereo unspecified) | -2 | 0 | -1.2 | x | -4 | 3 | 3 | 14 | 0.2 | 0
C#CCOCCOCCOCCNc1nc(N2CCN(C(=O)Cn3cc(CC(C)O)nn3)CC2)nc(N2CCN(C(=O)[C@H](CCCCN)n3cc(CC(C)O)nn3)CC2)n1 (stereo partly specified) | -4 | 5 | -1.1 | -2 | 4 | -8 | -3 | 12 | -0.4 | -1
Cc1ccc(-n2c(C)cc(C(=O)NS(=O)(=O)c3ccc(C)cc3)c2C)cc1 | x | -3 | -0.7 | -3 | 9 | -4 | 8 | -6 | -3.1 | -4
O=C1CCC(C(=O)OC(C(=O)Nc2cc(Cl)cc(Cl)c2)c2ccccc2)=NN1 (stereo unspecified) | -5 | 4 | -0.4 | -17 | 0 | 0 | -2 | 14 | -0.7 | -6
CCC1=NN2C(=N)/C(=C\c3ccc(OCCOc4ccc(NC(C)=O)cc4)cc3)C(=O)N=C2S1 | 8 | -4 | -0.3 | 0 | -6 | -1 | 3 | 9 | -1.6 | -5
CCOC(=O)Cc1nnc(NC(=O)CSc2nncn2C)s1 | 7 | -4 | 0.4 | 0 | -8 | -1 | 0 | 23 | 0.2 | -4
COCC(=O)Nc1cc([N+](=O)[O-])ccc1OC | 2 | 1 | -1.9 | 12 | 1 | -15 | 1 | 2 | -3.7 | 3
COc1ccc(OCCC(=O)N2CCN(C)CC2)cc1 | -4 | 3 | -1.1 | -3 | -6 | -8 | 2 | 25 | -0.2 | 0
O=C(c1cccs1)N1CCN(c2nc3ccc([N+](=O)[O-])cc3s2)CC1 | 1 | -5 | -0.4 | x | 1 | 1 | -2 | -6 | -0.4 | -1
CC[C@@H](C)[C@@H]1CN([C@@H](C)CN2CCC[C@H]2CN2C(N)=NC[C@@H]2Cc2ccccc2)C(=N)N1CCCC1CCCC1 | u | -7 | 0.7 | -2 | -6 | 0 | 3 | 11 | -3.2 | -5
CCC1(COC(NC(=O)c2cccnc2)(C(F)(F)F)C(F)(F)F)COC1 | -2 | -3 | -0.1 | -2 | -1 | 1 | 0 | 44 | 0.5 | 4
Cc1cc(NC(=O)CCC(=O)N(c2ccccc2)C(C(=O)NC(C)(C)C)c2ccccc2Cl)no1 (stereo unspecified) | -2 | 3 | 5.9 | 0 | 0 | -14 | 3 | x | -2.5 | -2
O=C(c1cccc(F)c1)N1CCN(C(=O)c2cc3ncc(Br)cn3n2)CC1 | 6 | 4 | -0.7 | x | -13 | -2 | 2 | 38 | -0.8 | 1
COCc1nnc(NC(=O)CC(C)c2ccccc2)s1 (stereo unspecified) | -7 | -2 | 0.6 | -1 | 0 | 8 | 0 | 16 | -0.9 | -2
O=C(NCCCN1CCOCC1)c1ccc2c(=O)n(Cc3cccc(Br)c3)c(=S)[nH]c2c1 | 2 | -4 | -0.4 | 4 | 6 | 3 | 0 | x | -1.1 | 2
O=S(=O)(NCC(c1ccco1)N1CCOCC1)c1ccc(Cl)cc1 (stereo unspecified) | 6 | -2 | 2.1 | x | 0 | 9 | 0 | -2 | -1.1 | 3
CCOC(=O)CN(C(=O)Cn1nnc(-c2ccc(C)cc2)n1)C(CC)C(=O)NC1CCCC1 (stereo unspecified) | 6 | -2 | -0.1 | -2 | -3 | -1 | -1 | -36 | 0.1 | -4
CCOC(=O)C1CCN(C(=O)c2ccccc2Oc2ccccc2)CC1 | 14 | 5 | -1.2 | x | 0 | 1 | -1 | 7 | 0.4 | 2
COc1ccc(C(=O)N/C(=C\c2ccco2)C(=O)NCc2ccco2)cc1 | 17 | -1 | 0.4 | 1 | 0 | 1 | 0 | -6 | -0.5 | -1
COc1ccc(-n2nc(C(=O)NCC(=O)N3CCN(c4ccccc4)CC3)c3ccccc3c2=O)cc1OC | 6 | -3 | 0.5 | -1 | 14 | -10 | 0 | x | -2.5 | -4
N#C/C(=C\c1ccc[nH]1)Sc1nc2ccccc2s1 | 5 | -4 | -0.7 | -4 | 9 | -6 | 0 | 21 | -2.4 | 0
Cc1ccc(NC(=O)CN(C)C(=O)Cc2c(Cl)cccc2Cl)cc1 | -1 | -1 | -1.4 | -4 | 0 | -10 | -5 | x | -1.6 | -3
COc1ccccc1NC(=O)CSCc1cc(=O)n2ccsc2n1 | -3 | -1 | -0.3 | -4 | -7 | -4 | 1 | 28 | 0.4 | -3
O=C(NCc1ccco1)c1ccc(Cn2c(=O)c3ccccc3n(Cc3cccc(F)c3)c2=O)cc1 | -3 | 4 | 3.1 | 0 | -4 | -8 | -1 | -48 | -2.4 | 3
CCCc1cnc(NCCNCC(O)COc2ccc(Cl)c(Cl)c2)nc1 (stereo unspecified) | 2 | 1 | -1.0 | x | 1 | -1 | -10 | 6 | -1.8 | 1

From PubChem

Hits appear at their usual frequency. About 1.6% of those tested had a hit in this group.
